aSyn rescue: rescues yeast growth from alpha-synuclein toxicity; Yeast expressing alpha-synuclein, growth rescue, BacTiter-Glo, 24 h; Potency, µM (series often up to 46.1 µM), for inactives: at the top dose growth rescue (activation), usual class: activators; 370,000 tested, 0.14% active; also: potency is read from the fitted curve at half-maximal effect; % of control where 0% means no effect; nearly all actives have a fitted effect of over 65% in size
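Rescue of yeast growth: cells expressing toxic alpha-synuclein, induced in galactose at OD600 0.02, incubated with compound 24 h at 30 C. ATP luminescence quantified growth; inhibitors of toxicity appear as activators.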
Akt phos inh: blocks phosphorylation of Akt; Neuro2A IGF-stimulated pAkt S473 HTRF, 20 min; stronger effect = lower value; activity change, % for hits at 50 µM; 360,000 tested, 0.32% active; in the data active = activity change below about -80%; inconclusive = mostly about -51% to -80%; also: % is scaled to controls: 0 for no effect and ±100 for the full control effect
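Neuro2A cells in DMEM with 0.5% FBS, overnight at 37 deg C, given compound at single 50 µM final, then IGF (6 nM final) for 20 min at 37 deg C. Lysed; phospho-Akt Ser473 by HTRF after 24 h, 665/615 ratio.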
FUS yeast rescue: rescues growth of FUS-expressing yeast; S. cerevisiae FUS-expressing, growth rescue, OD600, 24 h; Potency, µM (titrated, usually from 76.6 µM), inactives show top-dose growth rescue (activation), hits mostly activators; 390,000 tested, 0.24% active;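 also: potency is read from the fitted curve at half-maximal effect; plate controls were DMSO vehicle for no effect and reference control for full effect; nearly all actives have a fitted effect of over 55% in size; some results filed as inactive show a strong effect at the top dose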
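Yeast FUS proteinopathy model; galactose-induced FUS (2%), starting OD 0.005. Cpds in dilution series, 24hr, 30C, 99% humidity. Abs 600 nm growth. Pos ctrl CP55940 (top 92uM final); neg ctrl DMSO.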
D3 antag: antagonists of human D3 dopamine receptor | D3R cells, DiscoveRx beta-arrestin luminescence, antagonist mode; stronger effect = lower value | 360,000 tested, 2.5% active | AID 652054 | max response, negative = inhibition, %; in the data active = max response below about -50%; inconclusive = no clear call, values can overlap the other calls; also: % is scaled to controls: 0 for no effect and ±100 for the full control effect; mostly tested at two doses, the higher about 12 µM
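Cells plated overnight at 1500 cells/well, then exposed to library compounds with dopamine controls for 90 minutes at 37 degrees C. DiscoveRx reagent added for 30–60 minutes at room temperature; luminescence read, quantitative HTS format.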
GLP-1R inv ag: acts as inverse agonist at human GLP-1 receptor | P43220 | HEK293 GLP-1R CRE-luciferase, luminescence, 24 h; GLP-1R form is constitutively active | Potency, µM (titrated, usually from 38.3 µM), without a hit: at the highest dose activity change, negative = inhibition, hits mostly inhibitors | 410,000 tested, 1.6% active | AID 624417; also: potency is read from the fitted curve at half-maximal effect; % is scaled to controls: 0 for no effect and ±100 for the full control effect; nearly all actives have a fitted effect of over 55% in size
Target sequence (P43220 whole entry, looked up): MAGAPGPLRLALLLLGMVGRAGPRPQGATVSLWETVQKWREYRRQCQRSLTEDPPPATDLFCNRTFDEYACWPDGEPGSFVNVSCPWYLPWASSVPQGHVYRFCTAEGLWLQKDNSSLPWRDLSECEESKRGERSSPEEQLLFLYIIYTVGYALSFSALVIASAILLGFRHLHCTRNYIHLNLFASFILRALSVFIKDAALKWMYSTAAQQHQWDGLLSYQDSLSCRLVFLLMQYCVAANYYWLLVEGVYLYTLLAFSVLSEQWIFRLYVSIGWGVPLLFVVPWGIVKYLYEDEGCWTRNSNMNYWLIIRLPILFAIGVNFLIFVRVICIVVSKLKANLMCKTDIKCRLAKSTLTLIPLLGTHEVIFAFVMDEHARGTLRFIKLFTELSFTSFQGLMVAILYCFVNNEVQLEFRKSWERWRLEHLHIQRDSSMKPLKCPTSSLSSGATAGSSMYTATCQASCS
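Constitutively active GLP-1R drives a cAMP-responsive luciferase in stably transfected HEK293 cells; test compounds are added after overnight (12 h) attachment and left 24 hr, and signal loss in luminescence marks inhibition.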
Abeta yeast res: compounds reversing amyloid beta toxicity in yeast; yeast expressing A-beta42, growth rescue, OD600, 48 h; response scale: 0% DMSO, 100% iron-clioquinol control; 410,000 tested, 0.063% active; Potency, µM (top dose mostly 46.1 µM), inactives show top-dose growth rescue, actives largely listed as activators; also: potency is read from the fitted curve at half-maximal effect; nearly all actives have a fitted effect of over 55% in size
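Yeast growth medium received pinned compounds, then yeast cells expressing toxic A-beta were added; plates incubated at 30 C for 48 hr. Growth read as absorbance at 600 nm, normalized to DMSO and equimolar FeCl3 plus clioquinol controls.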
GLP1R ag: GLP-1 receptor (human) agonism; 380,000 tested, 0.007% active; HEK293 GLP-1R CRE-luciferase, luminescence, 4-6 h; cells express a hypersensitive GLP-1R form; Potency, µM (top dose mostly 45.6 µM), inactives show at the highest dose activation, actives largely listed as activators; also: potency is read from the fitted curve at half-maximal effect; % of control where 0% means no effect
TDP43 rescue: rescues yeast growth from TDP-43 toxicity; Potency, µM (titrated, usually from 46.1 µM), without a hit: top-dose growth rescue (activation), usual class: activators; TDP-43 expressing yeast growth rescue, BacTiter-Glo, 24 h; 410,000 tested, 1.8% active; AID 652104; also: potency is read from the fitted curve at half-maximal effect; % of control where 0% means no effect; nearly all actives have a fitted effect of over 50% in size
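Yeast cells expressing TDP-43 under galactose induction are exposed to compounds for 24 hr at 30 deg C. BacTiter-Glo luminescence measures growth, so protective compounds score as activators.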
PTHR1 agonist: activates the human parathyroid hormone receptor PTHR1 | Q03431 | HEK293 GP2 PTHR1 cells, GloSensor cAMP luminescence, 1 h | Potency, µM (titrated, usually from 115 µM), for the others: top-dose activation, actives largely listed as activators | 410,000 tested, 0.075% active | AID 743266; also: potency is read from the fitted curve at half-maximal effect; nearly all actives have a fitted effect of over 55% in size; some results filed as inactive show a strong effect at the top dose; inactives centre near -15; many of its hits are not listed in these tables
Target sequence (Q03431 whole entry, looked up): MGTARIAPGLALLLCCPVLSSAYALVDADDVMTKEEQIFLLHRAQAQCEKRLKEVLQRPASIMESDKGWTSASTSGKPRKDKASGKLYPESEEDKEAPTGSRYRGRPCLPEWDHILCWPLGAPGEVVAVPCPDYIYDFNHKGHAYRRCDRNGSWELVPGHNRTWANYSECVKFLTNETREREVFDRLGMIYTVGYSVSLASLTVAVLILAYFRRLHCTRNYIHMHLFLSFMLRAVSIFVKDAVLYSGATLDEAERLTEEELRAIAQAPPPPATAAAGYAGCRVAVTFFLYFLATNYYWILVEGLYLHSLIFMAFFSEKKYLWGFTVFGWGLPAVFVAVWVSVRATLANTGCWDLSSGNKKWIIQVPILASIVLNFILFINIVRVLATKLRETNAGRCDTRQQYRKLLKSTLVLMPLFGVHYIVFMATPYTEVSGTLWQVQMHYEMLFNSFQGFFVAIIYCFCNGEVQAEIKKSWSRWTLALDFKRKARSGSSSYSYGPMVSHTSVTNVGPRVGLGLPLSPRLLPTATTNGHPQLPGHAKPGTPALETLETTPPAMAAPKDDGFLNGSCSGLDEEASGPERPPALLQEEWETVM
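HEK-293-derived GP2 cells expressing PTHR1 and a GloSensor cAMP reporter, 3,000/well, plated overnight, given luciferin plus IBMX (each 0.5 mM as added) for 1 h at 37 °C, then compound for 1 h at 37 °C. Luminescence was read after 15 min at room temperature.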
* hit, by the source's call; i = inactive; ? = inconclusive; . = no result given; & = joins results of further samples; [ ] = remark or other dose. Unless noted, calls follow the shape of the dose curve; as a rule, active = well fitted curve in the direction sought with a large enough effect; inconclusive = small, poorly fitted or top-dose-only effect, or another doubt; inactive = no such curve, though single readings can be large; an effect the other way counts as inactive or inconclusive. Some of the compounds tested. The share of hits here may be higher or lower than overall.

mol | aSyn rescue | Akt phos inh | FUS yeast rescue | D3 antag | GLP-1R inv ag | Abeta yeast res | GLP1R ag | TDP43 rescue | PTHR1 agonist
O=C(Cn1nnc(-c2ccccc2)n1)NCc1cccs1 | 0% | i | 27% | -30 | 0% | -2% | -1% | -16% | -2%[57.5 µM]
CSc1cccc(NC(=O)c2ccc(NC3=NC4CS(=O)(=O)CC4S3)cc2)c1 (stereo not given) | -7% | i | 10% | -4 | 10% | -3% | 4% | 6% | i
O=C(Cn1cnc(Cl)c1Cl)c1ccccc1 | 6% | i | -30% | -23 | 7% | 4% | 2% | 15% | -14%
COc1ccc(NC(=O)CN(C)C(=O)CCNS(=O)(=O)c2ccc(Br)cc2)cc1 | 4% | i | 9% | 1 | -16% | 9% | 16% | 18% | -13%
Cn1c(N)c(C(=O)Nc2c(Cl)cccc2Cl)sc1=S | 0% | i | -10% | -6 | 13% | -21% | 0% | 0% | i
CN(C)CCCN(C(=O)c1ccc(S(=O)(=O)N2CCCCCC2)cc1)c1nc2c(F)cccc2s1 | 3% | i | 29% | -17 | ? | 37% | -2% | -27% | -6%
O=C(NNC(=S)NC1CCCCC1)c1ccc(Cl)s1 | 8% | i | 6% | -15 | -23% | 1% | 1% | 0% | -34%[inhibitor]
O=C(CN1CCN(c2ccccc2)CC1)Nc1ccccc1Sc1ccccc1 | 2% | i | . | 52 | ? | 2% | -7% | 17% | -12%
Cc1cc(C)c(S(=O)(=O)N2CCOC2CNC(=O)C(=O)NCc2ccncc2)c(C)c1 (stereo not given) | -1% | i | 18% | -9 | 21% | 3% | 2% | -16% | -12%
COc1ccc([C@H]2CC(=O)C=C(c3ccc(OC)c(OC)c3)C2)cc1 | 0% | i | 1% | 32 | 26% | -20% | 5% | 29% | -24%
COc1cccc2cccc(/C=N/n3cnnc3)c12 | 8% | i | -21% | 0 | 21% | -5% | 4% | -18% | i
COc1ccc(-n2c(SCC#N)nc3ccccc3c2=O)cc1 | -9% | i | 14% | -29 | -27% | -30% | 16% | ? | -20%[57.5 µM]
COc1cc(C(=O)N/N=C/c2ccc(OC(=O)c3ccccc3Cl)c(OC)c2)ccc1O | -4% | i | . | 4 | -22% | 4% | -37%[inhibitor] | 3% | -92%[inhibitor]
O=Cc1ccc(OCC(=O)Nc2ccccc2-c2ccccc2)cc1 | 8% | i | 1% | 26 | 1% | -19% | 12% | ? | -31%[inhibitor]
O=C(CCc1nc2ccccc2c(=O)[nH]1)Nc1nnc(SCc2ccccc2F)s1 | 12% | i | . | 12 | 15% | 7% | 3% | 19% | -7%
COc1cc2c(cc1OC)CN(C(=O)CCNC(=O)c1ccccc1Cl)CC2 | -1% | i | -13% | -2 | 16% | 5% | 12% | 11% | i
CCOC(=O)C1(c2ccccc2)NC(c2ccccc2C)C2C(=O)N(c3ccc4c(c3)OCO4)C(=O)C21 (stereo not given) | 6% | i | 50% | -2 | ? | 3% | -11% | 7% | -12%[57.5 µM]
CCOc1ccc2c(c1)nc(SCC(=O)c1cccs1)n2C | 7% | i | 11% | 5 | 1% | 9% | 2% | ? | -23%
CC(=O)c1ccc(Nc2nc(-c3ccccc3)nc3ccccc23)cc1 | 0% | i | -1% | 27 | ? | 0% | 20% | 6% | -9%
O=S(=O)(CCN1CCOCC1)c1ccc(Cl)cc1 | 1% | i | 1% | 12 | 14% | 3% | 13% | 9% | i

Looked up above.
For aSyn rescue, `CC(=O)c1ccc(Nc2nc(-c3ccccc3)nc3ccccc23)cc1` has the entry 0%
For GLP-1R inv ag, `CCOc1ccc2c(c1)nc(SCC(=O)c1cccs1)n2C` has the entry 1%

Following part.
mol | aSyn rescue | Akt phos inh | FUS yeast rescue | D3 antag | GLP-1R inv ag | Abeta yeast res | GLP1R ag | TDP43 rescue | PTHR1 agonist
CCc1ccccc1Nc1nc(N)nc(CSc2nnnn2C)n1 | 4% | i | -15% | 9 | 10% | -15% | 5% | 3% | i
COc1cccc(N2CC(NC(=O)/C=C\c3ccc4c(c3)OCO4)CC2=O)c1 (stereo not given) | . | . | 16% | . | -10% | -13% | . | 21% | -10%
O=C(COC(=O)C1CCCCC1)Nc1ccc([N+](=O)[O-])cc1 | -6% | i | 8% | -12 | 0% | 28% | 0% | -13% | -16%
C=CCN(C(=O)c1csnn1)C(C(=O)NC1CCCC1)c1ccccc1F (stereo not given) | -3% | i | 10% | 4 | 2% | 6% | 9% | -12% | i
COc1nc(N/N=C/c2cc3c(cc2Br)OCO3)nc(N2CCOCC2)n1 | -2% | i | 31% | 20 | 0% | 8% | 5% | ? | 38%
Cn1cnnc1SCC(=O)Nc1ccc(Br)cc1F | 1% | i | 18% | 6 | 2% | 17% | -15% | 1% | i
Oc1ccc(C2=NNC(c3ccc(O)cc3)=NN2)cc1 | -8% | i | 10% | 5 | 38%[activator] | -6% | 4% | 3% | -13%
CCOC(=O)C1(CCOC)CCN(Cc2nc(-c3cccs3)oc2C)CC1 | -2% | i | 29% | ? | -27% | -1% | 7% | -23% | i
CCCNC(=O)C1CCC(Cn2c(=O)c3sccc3n(CC(=O)N(CC)CC)c2=O)CC1 (stereo not given) | . | . | -20% | . | 12% | -7% | . | -4% | ?
COc1cc(CN2CCNC(=O)C2CC(=O)N2CCCN(C(C)=O)CC2)cc(OC)c1 (stereo not given) | -12% | i | -7% | 15 | -7% | -11% | -4% | 18% | i
Cc1ccc(C(=O)Nc2ccc(C(=O)OCc3cc(=O)n4c5c(sc4n3)CCCC5)cc2)cc1 | . | . | 5% | . | 7% | 1% | . | 17% | i
CCNC(=O)COC(=O)c1cc(C)n(-c2ccccc2)c1C | 5% | i | 5% | 8 | ? | 5% | 27% | -9%[0.397 µM] | -7%
Cc1n[nH]c(C)c1S(=O)(=O)N1CCCC(C(=O)NC2CCCc3ccccc32)C1 (stereo not given) | -4% | i | 7% | 23 | 1% | 1% | 3% | 17% | -15%
CCCCn1c(NCc2ccc3c(c2)OCO3)nc2ccccc21 | 2% | i | 42% | ? | ? | -3% | 2% | -4% | i
COc1cc(OC)cc(C(=O)N2CCN(c3ccccn3)CC2)c1 | -1% | i | -8% | 10 | 12% | 10% | 2% | 1% | i
Brc1ccccc1-n1nnc(-c2cccnc2)n1 | 1% | i | -11% | 11 | 10% | -1% | 15% | 31% | -19%
CN(C)CCOC(=O)COc1ccc(Cl)cc1 | 24%&8% | i | -32% | -9 | 17% | -17% | 2% | 12% | -7%
CCCNC(=O)C1(C)CCCN(Cc2cc(-c3ccccc3)nn2C)C1 (stereo not given) | -8% | i | -23% | -20 | -12% | -18% | 5% | 15% | -4%
CC(C)Nc1nc(Oc2ccc(Cl)cc2)cc(C(F)(F)F)n1 | -23% | i | 12% | 27 | -2% | -10% | 1% | 5% | 9%
Cc1cc(C)c2c(NC(=O)c3ccccc3)c(C(=O)Nc3ccc(F)cc3)sc2n1 | . | . | -14% | . | 10% | -7% | . | -2% | -30%[inhibitor]
O=S1(=O)CCN(Cc2cccc(C(F)(F)F)c2)CC1 | -2% | i | 0% | -2 | -17% | -22% | 0% | -53%[inhibitor] | 13%
COc1ccc(OC)c(C(C)NC(=O)c2ccco2)c1 (stereo not given) | -3% | i | -1% | -10 | -9% | 9% | 0% | -5% | -21%[57.5 µM]
CCOC(=O)/C(C#N)=C\c1ccc(OC)c(OC)c1 | -15% | i | -12% | -10 | 16% | -9% | 10% | 22% | -37%[inhibitor]
Cc1ccc(-c2nnc(SCC(N)=O)n2C)cc1 | 1% | i | -6% | -15 | 9% | 5% | 1% | -14% | -7%
CCOCC(=O)Nc1ccc2c(c1)N(S(=O)(=O)c1cccs1)CCC2 | -1% | i | 19% | -12 | -11% | -9% | 11% | 22% | 0%
N#Cc1ccccc1Sc1ccccc1C(=O)OCC(=O)NC12CC3CC(CC(C3)C1)C2 | 7% | i | 26% | 4 | ? | 0% | -3% | -11% | -42%
COc1cc(N/N=C/c2ccccc2O)ncn1 | -1% | i | 33% | -11 | -24% | -11% | 4% | ? | i
Cn1cnnc1SCC(=O)c1cc2ccccc2o1 | -2% | i | 7% | 11 | 7% | -11% | -3% | -1% | i
CC(=O)c1cnc2nc(SCc3ccc(C)cc3)nn2c1C | 0% | i | -5% | -16 | 13% | 9% | 1% | 4% | i
COc1cccc(CNC(=O)COC(=O)/C(C#N)=C/c2ccc(N(C)C)cc2)c1 | -5% | i | -10% | 28 | 1% | -2% | 0% | 16% | -25%
CCc1cccc(NC(=O)c2cc3c(=O)n(Cc4ccc(OC)cc4)ccc3nc2C)c1 | . | . | 17% | . | -18% | 7% | . | 30% | i
C=C(C)c1cccc(C(C)(C)NC(=O)NNC(=O)c2ccccc2O)c1 | 2% | i | 24% | 29 | ? | 6% | -1% | 11% | -3%
CC(=O)N1CCN(CC(=O)Nc2c(Cl)cccc2Cl)CC1 | 2% | i | 6% | -8 | 0% | -11% | -4% | 0% | i
Cc1ccc(NC(=O)c2ccc(NCCN)c([N+](=O)[O-])c2)cc1 | -11% | i | . | -9 | -15% | 26% | 3% | 3% | i
Cc1cc(=O)n(C(C)C(=O)NCc2ccccc2Cl)c2c1c(C)nn2-c1ccccc1 (stereo not given) | . | . | -15% | . | 12% | -6% | . | -1% | ?

Assay outcomes deposited in PubChem BioAssay by National Center for Advancing Translational Sciences (NCATS).
